Source: PubChem BioAssay (The Scripps Research Institute Molecular Screening Center)
TEAD-YAP block – TEAD-YAP interaction inhibition. inhibition, % at 9.12 µM. HEK-TIYL cells, TEAD-Gal4/YAP UAS-luciferase luminescence. actives 1.4% (n = 640,000). AID 1259422; in the data active = inhibition above about 32%;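 note: 0% = median of test compound wells and 100% = reference inhibitor wells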
GPR151 ag – activators of human GPR151; PathHunter beta-arrestin GPR151 cells, luminescence; actives 1% (n = 650,000); AID 1508602; activation, % at 11.2 µM; in the data active = activation above about 4.9%;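 note: 0% = median of compound wells and 100% = cells with positive control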
Target sequence (Q8TDV0 whole entry, looked up): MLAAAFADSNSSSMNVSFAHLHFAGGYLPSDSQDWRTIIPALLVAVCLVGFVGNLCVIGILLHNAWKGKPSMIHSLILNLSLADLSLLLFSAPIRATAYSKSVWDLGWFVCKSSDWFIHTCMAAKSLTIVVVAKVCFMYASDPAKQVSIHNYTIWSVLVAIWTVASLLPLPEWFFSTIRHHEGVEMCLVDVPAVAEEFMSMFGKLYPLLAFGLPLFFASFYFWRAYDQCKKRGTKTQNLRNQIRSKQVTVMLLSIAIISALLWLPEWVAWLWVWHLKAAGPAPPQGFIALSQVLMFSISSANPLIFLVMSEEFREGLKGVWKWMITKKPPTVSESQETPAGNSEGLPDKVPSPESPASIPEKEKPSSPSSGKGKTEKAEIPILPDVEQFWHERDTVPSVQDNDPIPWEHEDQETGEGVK
MITF primary – human MITF inhibition, primary screen. inhibition, % at 2.6 µM. AID 1259374. actives 0.91% (n = 650,000). O75030. AlphaScreen MITF homodimerization, bead proximity signal; in the data active = inhibition above about 50%;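 note: 0% = vehicle wells with protein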
FBW7 activator – human FBW7 E3 ligase activation, primary screen. Q969H0. normalized activity (activation), % at 26.1 µM. actives 0.13% (n = 650,000). AID 1259310. AlphaScreen FBW7–phospho-cyclin E peptide binding, activator screen; in the data active = normalized activity above about 1.9%;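 note: purified mutant Fbw7 with reduced substrate affinity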
Target sequence (Q969H0 whole entry, looked up): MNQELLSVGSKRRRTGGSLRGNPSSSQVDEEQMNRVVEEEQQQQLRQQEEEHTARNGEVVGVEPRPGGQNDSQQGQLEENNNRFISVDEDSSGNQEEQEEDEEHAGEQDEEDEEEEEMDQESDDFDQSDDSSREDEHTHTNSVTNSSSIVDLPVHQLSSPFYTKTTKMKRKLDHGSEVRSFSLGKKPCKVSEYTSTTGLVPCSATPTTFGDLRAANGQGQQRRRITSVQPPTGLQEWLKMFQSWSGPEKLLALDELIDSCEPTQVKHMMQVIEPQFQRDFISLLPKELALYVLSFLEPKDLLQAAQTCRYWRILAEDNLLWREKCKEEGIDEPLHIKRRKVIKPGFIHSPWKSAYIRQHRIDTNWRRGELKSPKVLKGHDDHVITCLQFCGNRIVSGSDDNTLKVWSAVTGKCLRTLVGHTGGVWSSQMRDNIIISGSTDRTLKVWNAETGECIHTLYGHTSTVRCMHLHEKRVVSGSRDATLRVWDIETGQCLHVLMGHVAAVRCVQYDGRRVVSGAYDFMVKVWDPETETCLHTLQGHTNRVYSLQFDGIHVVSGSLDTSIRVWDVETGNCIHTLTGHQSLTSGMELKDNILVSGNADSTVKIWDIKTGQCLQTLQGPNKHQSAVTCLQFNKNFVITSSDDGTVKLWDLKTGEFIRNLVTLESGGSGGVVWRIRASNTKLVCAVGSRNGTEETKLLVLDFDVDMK
The depositor's hits bear a star.

SMILES	TEAD-YAP block	GPR151 ag	MITF primary	FBW7 activator
Cc1ccc(CN2CCOc3ccc(C(C)(O)COc4ccccc4)cc3C2)o1 (configuration not stated)	3	-0.9	-16	0.0
CCc1ccc(OCC(=O)Nc2ccc3oc(-c4cccnc4)nc3c2)cc1	-18	-0.9	18	0.4
CC(C)N(CCNC(=O)C1CCN(c2ccc(Nc3ccc(N4CCOCC4)cc3)nn2)CC1)C(C)C	-9	-0.9	-4	-0.1
COc1ccc(OC)c(C(=O)c2ccc(C(=O)N3CCCC3)cc2)c1	14	-0.6	17	0.3
COc1ccc(S(=O)(=O)NCC2CCCN(C(=O)c3cscn3)C2)cc1 (configuration not stated)	9	-0.9	-12	-0.1
Cn1nnnc1SCCOc1ccc(Br)cc1	-34	0.2	-2	0.1
O=C(COc1ccc2c(c1)C(=O)CC2)Nc1ccc2c(c1)Cc1ccccc1-2	1	-0.7	-8	0.2
Fc1ccc(-c2nnc3n2-c2ccccc2SC3)cc1	-6	-0.3	9	0.0
O=C(Nc1ccc2c(c1)CN(CCCn1cccn1)CC2)c1ccccc1Cl	-13	-0.7	-5	-0.1
N#C/C(=C\C1CCCCC1)c1nc(-c2ccc(Cl)cc2)cs1	-3	0.6	6	0.0
COc1ccc(N2CCN(C(=O)C(C)Oc3ccc(Br)cc3)CC2)cc1 (configuration not stated)	-1	-0.3	-9	-0.2
COC(=O)c1ccc(-n2c(C)cc(C=O)c2C)cc1	10	-0.5	12	0.2

Filtered by structure: the compounds so far containing a Cl atom (2)
SMILES	TEAD-YAP block	GPR151 ag	MITF primary	FBW7 activator
O=C(Nc1ccc2c(c1)CN(CCCn1cccn1)CC2)c1ccccc1Cl	-13	-0.7	-5	-0.1
N#C/C(=C\C1CCCCC1)c1nc(-c2ccc(Cl)cc2)cs1	-3	0.6	6	0.0

Next section:
SMILES	TEAD-YAP block	GPR151 ag	MITF primary	FBW7 activator
O=C(Nc1nccs1)c1cccnc1Cl	-3	-1.7	-5	0.2
COC(=O)C1=CN(Cc2ccc(OC)cc2)C=C(C(=O)OC)C1c1ccsc1	-15	-0.9	-12	1.0
CCOc1cc(-c2nnc(-c3ccco3)o2)cc(OCC)c1OCC	-13	0.6	-14	-0.1
CCCCC(OC(=O)CN1C(=O)COc2ccccc21)C(=O)NC1CCCCC1 (configuration not stated)	1	0.6	-1	0.1
Cc1ccc(-c2nc(CS(=O)CC(=O)NCCCN3CC(C)CC(C)C3)c(C)o2)cc1 (configuration not stated)	2	-0.2	-7	0.0
FC(F)(F)c1ccc(Cn2cnc3c(NCc4cccnc4)nc(-c4ccccc4)nc32)cc1	-17	2.5	17	0.3
CC(NC(=O)CCCN1C(=O)c2ccccc2C1=O)c1ccccc1 (configuration not stated)	6	1.0	1	-0.1
Cc1ccc(Cl)cc1NC(=O)C(C)n1c2ccccc2c2nc(=O)cc(C)n21 (configuration not stated)	0	-0.5	7	0.0
CC(=O)N1CCSc2cc(S(=O)(=O)NC3CCCCC3C)ccc21 (configuration not stated)	6	-0.5	16	0.1
CCOC(=O)C1=C(C)N=c2s/c(=C\c3ccc(C)cc3)c(=O)n2C1c1ccc(OC)c(OC)c1 (configuration not stated)	4	0.5	14	0.1
CCCN(C(=O)c1ccc2ccccc2c1)C1CCS(=O)(=O)C1 (configuration not stated)	-3	-0.6	7	0.8
CC(C)C1=NN2C(=O)CC(=O)N=C2S1	-4	-0.6	-1	0.0
CCC(=O)N(/C=C1\Sc2ccccc2C1=O)Cc1ccccc1	5	0.6	4	0.0
CCCCOc1ccc(C(=O)N2CCN(C(=O)N(C)C)CC2)cc1	-4	1.7	-11	0.0
O=C1NN(c2ccc(Cl)c(Cl)c2)C(=O)/C1=C/c1ccc(O)cc1	5	-0.5	-9	0.1
CC1CC(Nc2ncnc3c2c(-c2ccccc2)cn3-c2ccccc2)CC(C)(C)C1 (configuration not stated)	-2	-0.4	-9	0.0
COc1ccc(NC(=O)[C@@H](NC(=O)c2ccccc2F)C(C)C)cc1	1	1.0	-4	-0.2
COc1cc(-c2cn[nH]c2)ccc1NC(=O)C1COc2ccccc2C1 (configuration not stated)	3	-0.8	16	0.2
CCN1C(=O)/C(=C\c2ccc(-c3ccc(C(=O)OC)cc3)o2)N(CC)C1=S	2	2.0	-2	-0.1
Cc1nc(NCc2cnn(C)c2)sc1-c1ccn(C2Cc3ccccc3C2)n1	-4	0.6	1	0.5
CC(=O)Nc1ccc(N=C(N)c2cc(I)cc([N+](=O)[O-])c2)cc1	-13	-0.9	14	-0.1
CC(=O)CC(=O)Nc1ccc(Nc2ccccc2)cc1	12	-1.6	25	0.2
c1cc(-c2cn[nH]c2)c2cnc(Nc3ccc(-n4cnc(N5CCOCC5)n4)cc3)nc2c1	22	0.5	14	0.7
COc1ccc(CC(=O)Nc2cccc(C)c2C)cc1OC	-12	-0.5	11	0.6
CC(=O)N1CCc2c(sc(NC(=O)c3ccc(S(=O)(=O)N4CC(C)CC(C)C4)cc3)c2C(N)=O)C1 (configuration not stated)	5	0.8	-2	0.0
COc1cc(C2C(C#N)=C(N)Oc3n[nH]c(-c4ccccc4)c32)cc(OC)c1OC (configuration not stated)	3	-0.6	8	0.0
CC1=C(C(=O)OCCOc2ccccc2)C(c2ccccc2Br)NC(=O)N1 (configuration not stated)	0	-0.1	-4	-0.3
Cc1ccc2c(c1)N(C(=O)N1CCC(C(=O)NCc3cccc(Cl)c3)CC1)CC(C)O2 (configuration not stated)	18	-0.4	14	0.7
CCc1ccccc1NC(=O)c1ccc(N(C)Cc2ccccc2)c([N+](=O)[O-])c1	-5	-1.3	1	-0.2
O=C(c1cc(N2C(=O)C3C4CCC(C4)C3C2=O)ccc1Cl)N1CCc2ccccc2C1 (configuration not stated)	3	0.1	10	0.3
O=C1CC(c2ccc(Cl)cc2)CC2=C1C(c1cc3c(cc1Br)OCO3)Nc1ccccc1N2 (configuration not stated)	3	9.0*	3	0.1
CCN1CCN(C(=O)CN(c2ccccc2Cl)S(C)(=O)=O)CC1	3	-0.4	20	0.5
CCCNC(=O)Cn1cnc2sc(C(=O)N3CCN(C(=O)OCC)CC3)c(C)c2c1=O	9	1.4	2	0.2
CN(NS(=O)(=O)c1ccc([N+](=O)[O-])cc1)C(=O)c1nn(-c2ccccc2)ccc1=O	4	1.2	-4	0.2
CN1C2=C(C(=O)CCC2)C(c2ccc(Cl)cc2)C2=C1CCCC2=O	17	0.4	2	0.4
COc1cccc2cc(-c3nc(Nc4ccccc4)sc3C)c(=O)oc12	-40	-0.1	11	0.1

An excerpt of these results, with values under each structure.
Under each structure – TEAD-YAP block | GPR151 ag | MITF primary | FBW7 activator
CCN1CCN(C(=O)CN(c2ccccc2Cl)S(C)(=O)=O)CC1
  3 | -0.4 | 20 | 0.5
CN(NS(=O)(=O)c1ccc([N+](=O)[O-])cc1)C(=O)c1nn(-c2ccccc2)ccc1=O
  4 | 1.2 | -4 | 0.2
O=C(c1cc(N2C(=O)C3C4CCC(C4)C3C2=O)ccc1Cl)N1CCc2ccccc2C1 (configuration not stated)
  3 | 0.1 | 10 | 0.3
Cc1ccc2c(c1)N(C(=O)N1CCC(C(=O)NCc3cccc(Cl)c3)CC1)CC(C)O2 (configuration not stated)
  18 | -0.4 | 14 | 0.7

The listing continues.
SMILES	TEAD-YAP block	GPR151 ag	MITF primary	FBW7 activator
Cc1ccc(CCNC(=O)c2cc3c(=O)n(C)c4ccccc4c3n2C)cc1	7	-1.6	4	0.9
COc1ccc(/C=C2\SC(=O)N(CCC(=O)O)C2=O)cc1	8	0.1	-5	0.0
COc1ccc(OC)c(-n2nnnc2SCC(=O)Nc2ccc3c(c2)OCCO3)c1	0	0.6	10	0.0
COc1cc(-c2nnc(NC(=O)c3ccccc3Oc3ccccc3)o2)cc(OC)c1OC	1	2.6	-4	-0.1
COc1ccccc1NC(=O)Cn1cnc2sc(C(=O)Nc3cc(F)ccc3C)c(C)c2c1=O	-5	-1.2	17	1.4
Cc1ccc(C)c(OCc2nc(-c3ccccn3)no2)c1	-85	-1.2	1	-0.2
Cc1ccc(-c2ccc(/C=C(\NC(=O)c3ccccc3)C(=O)NCC3CCCO3)o2)cc1 (configuration not stated)	10	-0.2	-4	0.2
CCOc1ccccc1CNC(=O)Cn1ncc2ccccc21	-1	0.9	-5	-0.1
CC(C)NCCOCCOc1ccc(I)cc1	3	0.6	28	-0.2
Cc1ccc(F)cc1NC1OC(=O)c2ccccc21 (configuration not stated)	2	-1.6	12	-0.1
CCN(CC)c1ccc(CNCCCN(C)C)cc1	4	-0.1	17	-0.3
O=C(c1cccc([N+](=O)[O-])c1)c1ccc2c(c1)C(=O)N(N1C(=O)c3ccccc3C1=O)C2=O	-5	0.2	4	1.3
CCCOc1ccc(C(=S)N2CCN(c3cccc(C)c3)CC2)cc1	11	2.2	6	-0.1
COC(=O)C(CC(C)C)NC(=O)CSc1cccc2cccnc12 (configuration not stated)	11	0.1	5	-0.9
CCOC(=O)C1CN(Cc2ccco2)C(=O)C1=O (configuration not stated)	2	0.3	-1	-0.1
Cc1cccc2sc(N(CCN3CCOCC3)C(=O)C3=COCCO3)nc12	-22	1.4	-22	0.0
Cc1ccc(S(=O)(=O)NC(CC(=O)NCc2ccccc2)c2ccco2)cc1 (configuration not stated)	8	0.5	5	-0.1
O=C(O)C1CCCN1S(=O)(=O)c1ccc(F)c(F)c1 (configuration not stated)	-1	-0.8	13	0.3
CC(=O)c1cccc(S(=O)(=O)Nc2cccnc2)c1	6	0.7	-1	-0.1
CCOc1ccc(-c2cc(C(=O)N3CCN(C(=O)c4ccco4)CC3)[nH]n2)cc1	3	4.5	6	0.2
O=C(COc1cccc(Cl)c1)Nc1ccccc1[N+](=O)[O-]	32*	1.6	-4	0.0
CC(C)CC(NC(=O)c1ccco1)C(=O)N1CCN(c2ccccn2)CC1 (configuration not stated)	4	-0.8	20	0.1
CCOC(=O)C(=CNc1ccc(C(C)C)cc1)C(=O)OCC	2	2.8	-1	0.2
CNC(=S)NNC(=O)c1cccc(C(F)(F)F)c1	2	1.3	-10	0.0
COc1ccccc1CN1CCc2nnc(C(C)NC(=O)c3cccnc3)n2CC1 (configuration not stated)	-4	0.2	-1	0.2
COc1ccc([N+](=O)[O-])cc1N(CC(=O)Nc1c(C)cc(C)cc1C)S(C)(=O)=O	6	-1.5	15	0.1
CCOCCCN1C(=O)CN(C2CCC(C)CC2)C(=O)C1c1ccc(C)cc1 (configuration not stated)	-8	-3.1	1	-0.2
O=C1C2C3C=CC(C3)C2C(=O)N1CCC(=O)N1CCc2ccccc21 (configuration not stated)	7	-0.3	14	0.2
CC(C)(CO)NC(=O)c1cccc(S(=O)(=O)N2CCCC2)c1	5	-0.2	13	0.3
COc1ccc([N+](=O)[O-])cc1NC(=O)C(C)OC(=O)C(C)N1C(=O)c2ccccc2C1=O (configuration not stated)	1	2.2	7	0.0
CC(C)(C)OC(=O)N/N=C/c1ccccc1[N+](=O)[O-]	29	-4.1	8	0.7
O=C(COC(=O)CCN1C(=O)c2ccccc2C1=O)NC(=O)NCc1ccccc1	2	0.1	-9	-0.1
CCc1cc2c(cc3c(=O)n(CC(=O)NCCCN4CCOCC4)ncn32)s1	5	1.4	12	0.1
CCC(C(=O)Oc1cc(C)[nH]c(=O)c1[N+](=O)[O-])c1ccccc1 (configuration not stated)	4	-0.7	-3	0.0
O=C(NCc1ccc(F)cc1)Nc1ccc(Cl)cc1	-31	-0.2	16	0.2
CCOc1cccc(/C=C2\C(=O)NC(=O)N(c3ccc(Br)cc3)C2=O)c1	6	-0.5	8	0.1

Ordered by molar mass (rising): some entries from above
SMILES	TEAD-YAP block	GPR151 ag	MITF primary	FBW7 activator
COC(=O)c1ccc(-n2c(C)cc(C=O)c2C)cc1	10	-0.5	12	0.2
CCC(C(=O)Oc1cc(C)[nH]c(=O)c1[N+](=O)[O-])c1ccccc1 (configuration not stated)	4	-0.7	-3	0.0
COC(=O)C(CC(C)C)NC(=O)CSc1cccc2cccnc12 (configuration not stated)	11	0.1	5	-0.9
CCc1ccccc1NC(=O)c1ccc(N(C)Cc2ccccc2)c([N+](=O)[O-])c1	-5	-1.3	1	-0.2
Cc1ccc(CN2CCOc3ccc(C(C)(O)COc4ccccc4)cc3C2)o1 (configuration not stated)	3	-0.9	-16	0.0
COc1ccc(OC)c(-n2nnnc2SCC(=O)Nc2ccc3c(c2)OCCO3)c1	0	0.6	10	0.0

The results go on.
SMILES	TEAD-YAP block	GPR151 ag	MITF primary	FBW7 activator
CC(C)C(=O)Nc1ccc(NC(=O)/C=C/c2cccc([N+](=O)[O-])c2)cc1	1	-1.3	10	0.1
CCCOc1ccc(N2C(=O)CC(NCc3ccco3)C2=O)cc1 (configuration not stated)	11	0.5	9	0.3
N#C/C(=C\c1cc2c(cc1[N+](=O)[O-])OCO2)C(=O)Nc1ccc2ccccc2c1	-17	0.2	24	-0.2
O=C(NC12CC3CC(CC(C3)C1)C2)N1CCN(c2nc(-c3ccccc3)cs2)CC1	2	-0.1	-6	0.3
NNC(=O)CCNC(=O)c1ccccc1	-9	-1.6	1	-0.1
CN1C(=O)C2(c3ccccc31)c1c(oc3ccccc3c1=O)C(=O)N2CCCO (configuration not stated)	-7	0.0	-6	0.1
CC(=O)Nc1ccc(NC(=S)NC(=O)c2cccc(Cl)c2)cc1	-23	1.8	1	0.3
COc1cc(CN2CCc3ccccc3C2)cc(OC)c1	0	-0.5	4	0.1
O=C(O)c1ccc2[nH]c(=S)sc2c1	-10	-2.7	-13	-0.5
O=C(NC1CCCC1)c1sccc1S(=O)(=O)N1CCN(c2ccc(Cl)cc2)CC1	2	-0.7	2	0.0
C=CCn1c(C)cc(C(=O)CSc2nnc(-c3ccco3)o2)c1C	-12	-0.1	4	0.3

Two compounds from above, reduced to GPR151 ag and FBW7 activator:
SMILES	GPR151 ag	FBW7 activator
C=CCn1c(C)cc(C(=O)CSc2nnc(-c3ccco3)o2)c1C	-0.1	0.3
O=C(O)c1ccc2[nH]c(=S)sc2c1	-2.7	-0.5
